Screening results: PubChem BioAssay, National Center for Advancing Translational Sciences (NCATS)
IL-1B inflam inh: inhibitors of inflammasome signaling (IL-1 beta secretion); THP-1 LPS/ATP IL-1B secretion, AlphaLISA, 16 h; stronger effect = lower value; activity change, % at 57.5 µM; 4.7% of 360,000 active; AID 743279; in the data active = activity change below about -50%; inconclusive = mostly about -30% to -49%; note: % is set by controls: 0 for no effect and ±100 for the full control effect
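THP-1 cells pretreated 1 hr with compounds (up to 57.5 uM final), then stimulated with LPS (250 ng/mL final) plus ATP (1.25 mM final); secreted IL-1B measured by AlphaLISA after 16 hr, decreased signal indicating inhibition.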
S2 tox: reduces viability in counter-screen for ATXN expression inhibitors; S2 cells (HEK-293 line with an ATXN2-luciferase reporter) viability, CellTiter-Fluor protease fluorescence, 24 h; Potency, µM (top dose mostly 56.7 µM), usual class: cytotoxic; 0.49% of 400,000 active; AID 651635; note: potency is the fitted concentration of half-maximal effect; nearly all actives have a fitted effect of over 40% in size
ATXN2 expr inh: ATXN2 expression inhibition | Potency, µM (top dose mostly 57 µM), without a hit: top-dose activity change, negative = inhibition, most hits filed as inhibitors | 0.72% of 360,000 active | HEK-293 ATXN2-luciferase reporter, luminescence, 24 h; note: potency is the fitted concentration of half-maximal effect; % is set by controls: 0 for no effect and ±100 for the full control effect; nearly all actives have a fitted effect of over 55% in size
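qHTS (up to 57 uM final) was run with 24 h compound exposure of reporter cells at 37 °C. Each well was multiplexed: SteadyGlo luminescence measured ATXN2-luciferase expression after a fluorogenic Gly-Phe-AFC viability readout (25 uM final).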
SW480 rereplic: DNA re-replication induction in SW480 cells | 1.8% of 340,000 active | SW480 DNA re-replication, Hoechst DNA content imaging, 48 h | Potency, µM (titrated, usually from 46.1 µM), inactives show at the top dose re-replication activation, usual class: activators; note: potency is the fitted concentration of half-maximal effect; % of control where 0% means no effect; nearly all actives have a fitted effect of over 55% in size
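DNA re-replication was detected as more nuclei of elevated Hoechst intensity after 48 hr exposure to compound (23 nL pinned per well of 250 cells).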
HT1080 IDH1KD tx: toxicity to HT-1080 IDH1 knockdown cells (counter line). HT-1080 IDH1 knockdown viability, ATP luminescence, 48 h. Potency, µM (titrated, usually from 46.1 µM), for the others: at the top dose activity, negative = toxicity, hits mostly cytotoxic. 2% of 360,000 active. AID 686971;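 note: potency is the fitted concentration of half-maximal effect; 0% = DMSO wells and -100% = cell-free medium wells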
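Luminescent ATP read-out (CellTiter-Glo, 10 min at room temperature) after 48 h compound exposure at 37 °C gave viability of IDH1-knockdown HT-1080 cells. Activity was normalised to DMSO and cell-free wells, then fitted as concentration-response curves.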
HepG2 viability: counter-screen for TGF-b inhibitors: cytotoxicity in HepG2 cells; HepG2 CAGA-GFP viability, ATP luminescence, 18 h; Potency, µM (highest dose often 46.1 µM), for inactives: at the top dose activity change, negative = cytotoxicity, hits mostly cytotoxic; 0.76% of 410,000 active; note: potency is the fitted concentration of half-maximal effect; some results filed as inactive show a strong effect at the top dose
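CellTiter-Glo luminescence gave cytotoxicity after 18 hours at 37 degrees C. The cells were HepG2 CAGA-GFP in 1% FBS DMEM, stimulated with 500 pg/mL TGF-beta after compound addition. %Activity was normalised to no-cell wells (complete cell-killing) and DMSO (no toxicity), and curves were fitted and classified.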
KB-3-1 tox: KB-3-1 parental cell cytotoxicity | Potency, µM (doses to about 46.1 µM), inactives show at the highest dose activity change, negative = cytotoxic, usual class: cytotoxic | AID 1347075 | 1.4% of 400,000 active | KB-3-1 viability, CellTiter-Glo ATP luminescence, 72 h; note: potency is the fitted concentration of half-maximal effect; % is set by controls: 0 for no effect and ±100 for the full control effect; nearly all actives have a fitted effect of over 60% in size
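Cytotoxicity in the drug-sensitive parental line KB-3-1 was scored as loss of CellTiter-Glo luminescence following 72 h incubation with compound. Values come from curve fitting of normalized concentration-response data.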
MCF10A rereplic: induces DNA re-replication in MCF 10a normal breast cells | AID 624296 | MCF 10A DNA re-replication, Hoechst nuclear intensity, 48 h | Potency, µM (top dose mostly 46.1 µM), inactives show top-dose activity, positive = re-replication, actives largely listed as activators | 2.9% of 350,000 active; note: potency is the fitted concentration of half-maximal effect; % of control where 0% means no effect; nearly all actives have a fitted effect of over 50% in size
HT1080NT lethal: kills 2HG-producing HT-1080-NT fibrosarcoma cells; HT-1080-NT fibrosarcoma viability, CellTiter-Glo ATP luminescence, 48 h; Potency, µM (doses to about 46.1 µM), inactives show at the top dose activity, negative = less viability, hits mostly cytotoxic; 1.6% of 360,000 active;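 note: NT is the 2HG producing partner of a matched IDH1 knockdown line; potency is the fitted concentration of half-maximal effect; 0% = DMSO-treated cells and -100% = media-only wells without cells; nearly all actives have a fitted effect of over 55% in size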
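Viability of the 2HG-overproducing fibrosarcoma line after 48 hours of compound exposure at 37 degrees C was determined by luminescence with CellTiter-Glo, and concentration-effect curves were then fitted and categorized.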
* = called active by the depositor; i = inactive; ? = inconclusive; / = no result given; & = joins results of further samples; [ ] = another dose, or the depositor's remark. Unless noted, calls come from the whole dose curve; as a rule, active = well fitted curve in the direction sought with a large enough effect; inconclusive = small, poorly fitted or top-dose-only effect, or another doubt; inactive = no such curve, though single readings can be large; an effect the other way counts as inactive or inconclusive.

SMILES | IL-1B inflam inh | S2 tox | ATXN2 expr inh | SW480 rereplic | HT1080 IDH1KD tx | HepG2 viability | KB-3-1 tox | MCF10A rereplic | HT1080NT lethal
O=C(COc1ccc2c(-c3ccccc3)cc(=O)oc2c1)N[C@H](Cc1c[nH]c2ccccc12)C(=O)O | 4 | i | 4% | -55%[inhibitor] | 7% | 6% | 0% | -5% | -9%
COc1cccc(N2C(=O)C(CC(=O)Nc3ccc(F)cc3)N(CCC3=CCCCC3)C2=O)c1 (stereo unspecified) | / | ? | ? | / | / | -33% | 1% | / | /
CCCCc1ccc(NC(=S)NCCc2ccc(S(N)(=O)=O)cc2)cc1 | 11 | i | -18% | 10% | -25% | -24% | -6% | 2% | 0%
O=C(NC1CCCCCC1)C1CCN(C(=O)c2ccc(Cl)cc2)CC1 | 9 | i | 10% | 1% | -6% | 2% | 5% | 0% | -1%
Fc1ccc(C2CC(c3ccco3)n3ncnc3N2)cc1 (stereo unspecified) | -3 | i | 0% | -3% | -5% | -23% | ? | -1% | 1%
Cn1c(=O)oc2cc(S(=O)(=O)Nc3ccc(Cl)cc3)ccc21 | 16 | i | -4% | 1% | -21% | -1% | -21% | 2% | -22%
COc1ccc(-c2nc3ccccc3n3c(-c4ccccc4)c4c(=O)n(C)c(=O)n(C)c4c23)cc1 | / | i | 5% | / | / | 22% | -2% | / | /
CCOC(=O)c1nc2nc(C)cc(=O)n2[nH]1 | 5 | i | 2% | 1% | 0% | -19% | 3% | -1% | -4%
C=CCc1c(C)nc(-c2ccccc2)nc1N/N=C(\C)c1ccccc1 | 6 | i | 9% | 3% | 3% | -19% | 23% | 7% | 0%
O=C1CCCN1c1ccc(S(=O)(=O)N2CCC(c3ccccc3)CC2)cc1 | 4 | i | -22% | -4% | -27% | -18% | -1% | 3% | -5%

The closing 2 entries of the section above lead into the next.
SMILES | IL-1B inflam inh | S2 tox | ATXN2 expr inh | SW480 rereplic | HT1080 IDH1KD tx | HepG2 viability | KB-3-1 tox | MCF10A rereplic | HT1080NT lethal
C=CCc1c(C)nc(-c2ccccc2)nc1N/N=C(\C)c1ccccc1 | 6 | i | 9% | 3% | 3% | -19% | 23% | 7% | 0%
O=C1CCCN1c1ccc(S(=O)(=O)N2CCC(c3ccccc3)CC2)cc1 | 4 | i | -22% | -4% | -27% | -18% | -1% | 3% | -5%
Cc1ccc(NC(=O)CSc2n[nH]c(-c3ccccn3)n2)cc1 | 57 | i | ? | 5.2µM* | ? | -22% | ? | ? | -15%
CCOC(=O)C1CCCN(C(=O)C2CCCN(S(=O)(=O)c3ccc4c(c3)oc(=O)n4C)C2)C1 (stereo unspecified) | 4 | i | -12% | -3% | 5% | 3% | 1% | 14% | 3%
CC1CCN(C(=O)CCc2nnc3ccc(NCc4ccco4)nn23)CC1 | 0 | i | 13% | ? | 6% | -1% | -8% | -1% | -1%
CCOC(=O)[C@@H]1[C@H]2COc3ccccc3[C@H]2N2C(=O)N(c3cccc(Cl)c3)C(=O)[C@@]12C | 10 | ? | -16% | 3% | -9% | -1% | -14% | 17% | ?
CCOC(=O)c1c(NC2OC(=O)c3c2ccc(OC)c3OC)sc(C(=O)OC(C)(C)C)c1C (stereo unspecified) | -17 | i | 18% | -10% | 3% | -5% | 8% | ? | ?
COc1cc(SC)ccc1C(=O)NCCc1ccccc1 | -7 | i | 33%[activator] | ? | ? | -20% | ? | ? | 24%
NCCCC[C@H]1CN=C(N)N1CCc1cccc2ccccc12 | -14 | i | 3% | 9% | 0% | 20% | -4% | 5% | -3%
CC(C)CC(NC(N)=O)C(=O)Nc1ccc2c(c1)OCO2 (stereo unspecified) | 6 | i | 29% | 3% | 4% | 9% | -4% | 0% | 1%
Cc1cc(C)nc(NS(=O)(=O)c2ccc(NC(=O)CCCN3C(=O)c4ccccc4C3=O)cc2)n1 | 10 | i | 5% | -6% | 12% | 10% | 3% | -1% | 0%
CC(C)(C)c1ccc(/C=C2\Oc3cc(O)ccc3C2=O)cc1 | -74* | i | 5% | 21µM* | ? | -23% | 16µM* | 21µM* | ?
O=C(NCC(c1ccco1)N1CCc2ccccc2C1)c1cccc(F)c1 (stereo unspecified) | 3 | ? | 6% | -7% | 9% | 1% | 0% | 0% | 13%
CCn1c(C)nc2cc(C(=O)NN=Cc3ccccc3OC(F)F)ccc21 | -3 | i | 56%[activator] | -3% | 0% | -10% | / | ? | 1%
COc1ccc(F)cc1CN1CCN(CC(=O)N2CCc3ccccc32)CC1 | -9 | i | -10% | -2% | -12% | 10% | 19% | ? | -15%
Cc1ccc(Nc2ccccc2)nn1 | 24 | ? | -7% | -2% | 1% | -4% | 4% | -1% | 5%
COc1ccc(C(=O)CSc2ccccc2C(=O)O)cc1 | 8 | i | / | -10% | 1% | -21% | -1% | 3% | 0%
C/C(=N\NC(=O)c1cc(C)[nH]n1)C(C)(C)C | 2 | i | 4% | -7% | -2% | -13% | -4% | -3% | 2%
O=C(Nc1ccc2nccnc2c1)Nc1ccccc1Cl | ? | i | -4% | ? | 1% | 3% | 19% | 26% | 11%
CC1(C)C(c2cccs2)=NC(c2ccccc2)N1O (stereo unspecified) | 3 | ? | -8% | -6% | 21% | -23% | 6% | ? | 17%
COc1ccc(CNCC(O)(c2ccc(Cl)cc2)c2ccc(Cl)cc2)cc1 | -16 | ? | ? | ? | ? | 10µM* | ? | ? | ?
COc1ccc(C2=NN(CCC(=O)NCc3cccs3)C(=O)CC2)cc1 | 16 | i | 12% | -4% | 6% | 11% | 8% | -1% | 16%
CCOc1ccc(OCCOC(=O)C2CCN(S(=O)(=O)c3ccc(C)c(C)c3)CC2)cc1 | 2 | i | 8% | -1% | -1% | 1% | 0% | 0% | -1%
O=[N+]([O-])c1ccc(Cl)c(S(=O)(=O)Nc2cccc(S(=O)(=O)NC3=NCCC3)c2)c1 | 20 | i | -12% | -21% | -2% | 0% | -4% | -14% | -1%
CCOC(=O)N1CCN(C(=O)C2CCCN(Cc3nc(-c4ccc(Cl)cc4)oc3C)C2)CC1 (stereo unspecified) | ? | ? | ? | 20% | -22% | -29% | 0% | 19% | ?
COc1ccc(Nc2nc3ccccc3n3c(N)nnc23)cc1 | / | i | 2% | / | / | -24% | 4% | / | /
COc1cc(C(C)=O)ccc1OCC(=O)NCCCn1nc(C)cc1C | 10 | i | 3% | -4% | -9% | 3% | 1% | 3% | -5%
c1cc2c(cc1-c1[nH]ncc1CN1C[C@H]3CC[C@H]1C3)OCO2 | 9 | i | 5% | 5.8µM* | 12% | 2% | 15% | 17% | 20%
Cn1ccc(/C=N/N=C2/NC(=O)CS2)n1 | 3 | i | 16% | 14% | 18% | 0% | 3% | 0% | 13%
N#C/C(=C/c1ccc([N+](=O)[O-])cc1)C(=O)Nc1ccccc1O | -63* | i | 45%[activator] | 18% | 1% | -2% | -23% | 16% | -2%
Cc1cc(NC(=O)OC(C)C)ccc1-c1ccc(NC(=O)OC(C)C)cc1C | -3 | i | / | 7% | -10% | 4% | 3% | 6% | 1%
O=C(CNC(=O)c1cccc(F)c1)N/N=C/c1cccc([N+](=O)[O-])c1 | 15 | i | 9% | 0% | 12% | 22% | ? | 0% | 3%
CCCn1c(SCC(=O)N2CCCCC2)nc2c1c(=O)n(C)c(=O)n2C | 37 | i | 9% | -5% | 1% | -9% | 3% | 10% | 0%
C=CCONC(=O)Cc1ccccc1 | 29 | i | 11% | 14%[9.22 µM] | 1% | -2% | 5% | -1% | -4%
C=CCNC(=O)C12CCC(C)(C(=O)[C@H]1Br)C2(C)C (stereo partly specified) | 15 | i | 7% | -13% | 14% | 26% | 16% | 0% | 18%
CSc1cc(-c2ccc(Cl)cc2)[nH]c(=O)c1C#N | 15 | i | / | -24% | 3% | -14% | 1% | 13% | 0%
CCOc1ccc(NC2OC(C)C(O)C(O)C2O)c([N+](=O)[O-])c1 (stereo unspecified) | 0 | i | 15% | 0% | 6% | 2% | 0% | -3% | 1%
Cc1ccc2c(c1)nc(NCCCO)n2C | -12 | i | 7% | -4% | 11% | 1% | 6% | -13% | 6%
CCOC(=O)C1CCCN(C2=NC(=O)/C(=C/c3ccc(O)c(OC)c3)S2)C1 (stereo unspecified) | 8 | i | 0% | -10% | 2% | -25% | -6% | 0% | 8%
COc1ccc(NC(=O)C(c2ccc(OC)cc2)N(Cc2ccco2)C(=O)CC2NC(=O)NC2=O)cc1 (stereo unspecified) | 25 | i | -11% | -4% | 5% | 4% | 0% | 0% | -13%
CCOC(=O)c1c(C)[nH]c(C)c1S(=O)(=O)N1CCCC(C(=O)NCc2ccccc2Cl)C1 (stereo unspecified) | / | i | 14% | / | / | -13% | 2% | / | /
O=C(COc1ccc2ccccc2c1)NNC(=O)Cc1cccc2ccccc12 | 11 | ? | -7% | 12% | ? | -39% | -2% | ? | ?
O=C(COc1ccc2c(-c3ccccc3)cc(=O)oc2c1)NCC(O)c1ccccc1 (stereo unspecified) | 7 | i | 1% | ? | 12% | 8% | 0% | -11% | 13%
COc1ccc(CNC(=O)CCNS(=O)(=O)c2ccc3c(c2)oc(=O)n3C)cc1 | 21 | i | 8% | -3% | -3% | -9%&0% | 0%&0% | 11% | 2%
CC(=O)Nc1ccc(N(C(=O)c2ccco2)C(C(=O)NC2CCCC2)c2ccc(N3CCOCC3)cc2)cc1 (stereo unspecified) | -8 | i | -8% | -4% | -5% | 5% | -9% | 0% | 4%

With a hit mark in IL-1B inflam inh (from the list above):
canonical_smiles | IL-1B inflam inh | SW480 rereplic
CC(C)(C)c1ccc(/C=C2\Oc3cc(O)ccc3C2=O)cc1 | -74* | 21µM*
N#C/C(=C/c1ccc([N+](=O)[O-])cc1)C(=O)Nc1ccccc1O | -63* | 18%
